SUMO1 PPI mod: modulators of SUMO1 protein-protein interactions, primary screen, biochemical, uHTS. SUMO1 binding to a labelled peptide, TR-FRET, 1 h. inhibition, % at 20 µM. actives 0.33% (n = 360,000); in the data active = inhibition above about 37%
Target sequence (P63165 whole entry, looked up): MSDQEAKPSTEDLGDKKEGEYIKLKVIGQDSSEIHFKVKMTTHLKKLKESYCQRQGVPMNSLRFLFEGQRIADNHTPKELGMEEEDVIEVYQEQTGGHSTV
DNMT1 block: human DNMT1 methyltransferase inhibitors, primary screen, biochemical, molecular beacon, fluorescence, HinP1I cleavage, uHTS | DNA (cytosine-5)-methyltransferase 1 (Homo sapiens), P26358 | inhibition (reported as % activation of signal), % at 10 µM | AID 588458, 2011 | actives 0.83% (n = 360,000); in the data active = inhibition above about 50%
CendR NRP1 mod: modulators of CendR peptide binding to NRP-1, primary screen, biochemical, fluorescence polarization, uHTS. Neuropilin-1 (Homo sapiens), O14786. FAM-RPARPAR peptide binding to NRP-1. inhibition, % at 25 µM. actives 0.85% (n = 360,000). AID 602438, 2012;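 active = inhibition or corrected inhibition above about 18%, plus a signal ratio from 0.5 to 1.5, limit read from the data, passing the limit was not always enough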; also: strong numbers were not always called active
MsrA inhibitor: bovine MsrA enzyme inhibitors, primary screen, biochemical, absorbance, HTS; Methionine sulfoxide reductase A (Bos taurus); purified bovine MsrA, absorbance read-out; inhibition, % at 15.5 µM; actives 0.75% (n = 360,000); AID 651718, 2012; in the data active = inhibition above about 4.5%;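 also: 0% = vehicle wells with enzyme and 100% = reference inhibitor wells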
eLon inh: inhibitors of E. coli Lon protease, primary screen, biochemical, fluorescence polarization; purified E. coli Lon protease; inhibition, % at 7.94 µM; actives 0.42% (n = 360,000); AID 602123, 2011; in the data active = inhibition above about 13%, passing the limit was not always enough;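 also: 0% = enzyme with probe and DMSO and 100% = no enzyme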
TbMetRS inhib: T. brucei MetRS inhibitors, primary screen, biochemical, luminescence; actives 0.4% (n = 360,000); inhibition, % at 11.9 µM; purified T. brucei MetRS, ATP depletion, Kinase-Glo luminescence;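 active = inhibition above a per-plate cutoff of the control wells' mean inhibition plus 3 SD, cut at about 5.5% in these data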;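 also: 0% = DMSO wells median and 100% = median of wells with control inhibitor compound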
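Test system – parasite MetRS enzyme · Reagent – substrates ATP, L-methionine and bulk Escherichia coli tRNA · Doses – 11.9 µM compound single dose, 0.9% DMSO · Times – 15 min enzyme-compound preincubation, 2 h reaction, 10 min detection, 25 °C · Signal – Kinase-Glo luminescence, ATP depletion format · Controls – DMSO-only wells as low control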
STEP block: STEP phosphatase inhibitors, primary screen, biochemical, fluorescence intensity, uHTS; Tyrosine-protein phosphatase non-receptor type 5 (Homo sapiens), P54829; recombinant STEP, OMFP fluorogenic substrate; inhibition, % at 20 µM; actives 0.25% (n = 360,000);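 active = inhibition at 20 µM, scaled per plate between control wells, above about 37%, limit read from the data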;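 also: 0% = DMSO with enzyme and substrate and 100% = substrate only without enzyme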
Target sequence (P54829 whole entry, looked up): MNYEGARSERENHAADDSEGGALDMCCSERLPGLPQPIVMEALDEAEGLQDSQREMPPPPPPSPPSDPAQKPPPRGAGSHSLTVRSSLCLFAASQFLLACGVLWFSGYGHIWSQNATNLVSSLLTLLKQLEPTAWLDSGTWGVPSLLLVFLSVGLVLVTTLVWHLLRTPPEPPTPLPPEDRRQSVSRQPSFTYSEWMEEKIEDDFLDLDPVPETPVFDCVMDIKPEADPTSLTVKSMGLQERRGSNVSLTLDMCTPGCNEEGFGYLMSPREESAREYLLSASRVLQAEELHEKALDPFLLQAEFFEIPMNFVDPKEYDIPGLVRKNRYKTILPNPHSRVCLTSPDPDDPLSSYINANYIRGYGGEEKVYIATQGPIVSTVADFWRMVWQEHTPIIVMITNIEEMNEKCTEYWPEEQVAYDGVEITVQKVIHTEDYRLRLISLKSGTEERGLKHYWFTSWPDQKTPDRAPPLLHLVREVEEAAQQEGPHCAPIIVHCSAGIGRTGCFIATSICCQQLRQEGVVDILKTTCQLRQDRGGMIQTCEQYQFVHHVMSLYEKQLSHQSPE
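Material: STEP (striatal-enriched tyrosine phosphatase) enzyme, cell-free | Medium: 50 mM Bis-Tris pH 6.0 with 2.5 mM DTT and 0.005% Tween 20 | Read-out: Percent inhibition scaled to no-enzyme and uninhibited-enzyme controls, plate-pattern corrected | Signal: Fluorescence read at 480 nm ex / 540 nm em | Times: 20 min reaction, room temperature, in the dark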
MsrA act: bovine MsrA enzyme activators, primary screen, biochemical, absorbance, HTS. purified bovine MsrA, absorbance read-out. activation, % at 10.6 µM. actives 0.3% (n = 360,000). Methionine sulfoxide reductase A (Bos taurus); in the data active = activation above about 7.5%;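 also: 0% = vehicle and 100% = reference activator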
Scp-1 inhibitor: Scp-1 phosphatase inhibitors, primary screen, biochemical, colorimetric, uHTS; AID 493091, 2011; actives 0.88% (n = 340,000); Recombinant Scp1, phosphopeptide, malachite green phosphate absorbance; inhibition, % at 20 µM;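 active = inhibition above about 50% at 20 µM, limit read from the data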;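 also: plate controls were DMSO wells with enzyme for no effect and wells lacking enzyme for full effect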
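Times: enzyme reaction 45 min at room temperature, colour 5 min, stabilisation 30 min. Material: SCP-1 catalytic fragment, aa 76-261. Medium: Acidic Tris acetate buffer with magnesium and detergent. Signal: colorimetric free-phosphate detection, absorbance 630 nm. Read-out basis: % inhibition of SCP-1 phosphate liberation. Reagent: Phosphorylated 17-residue peptide substrate.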
LMPTP inh: LMPTP phosphatase inhibitors, primary screen, biochemical, fluorescence intensity, uHTS; actives 0.22% (n = 360,000); inhibition, % at 20 µM; recombinant LMPTP-A, OMFP fluorogenic substrate; Low molecular weight phosphotyrosine protein phosphatase (Homo sapiens), P24666;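 active = compounds that cut the enzyme signal by at least half of the control window in the single-dose screen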;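 also: plate controls were DMSO wells with enzyme plus substrate for no effect and substrate without enzyme for full effect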
Target sequence (P24666 whole entry, looked up): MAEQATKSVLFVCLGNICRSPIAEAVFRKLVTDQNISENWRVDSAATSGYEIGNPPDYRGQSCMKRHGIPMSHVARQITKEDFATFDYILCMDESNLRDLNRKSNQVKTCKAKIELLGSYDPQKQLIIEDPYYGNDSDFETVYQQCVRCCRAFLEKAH
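material = LMPTP-A | quantity = 0.625 nM enzyme | reagent = OMFP substrate, 400 µM final | buffer or medium = Bis-Tris pH 6.0, DTT, detergent | detection = endpoint fluorescence intensity from OMFP dephosphorylation | dosing = single 20 µM dose | read-out basis = % inhibition relative to no-enzyme and uninhibited control wells | control set = no-enzyme and uninhibited controls | timing = 50 min at room temperature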
* = called active by the depositor; · = not tested or not shown.

1) CC(NC(=O)CN1CCN(c2ncccn2)CC1)c1ccc(F)cc1 (stereo unspecified)
2) O=C(c1cccc(F)c1)N1CCCN(C(=O)c2cccc(F)c2)CC1
3) Cn1cccc1C(=O)NCCc1ccccc1
4) COc1ccc2[nH]cc(CCNC(=O)COc3ccc4ccc(=O)oc4c3)c2c1
5) CC(Sc1nnc(-c2ccccc2F)n1C1CC1)C(=O)NCc1ccco1 (stereo unspecified)
6) COc1ccc(NC(=O)c2sc(=O)n(Cc3cccc(C(F)(F)F)c3)c2C)cc1OC
7) Oc1cc(Cc2ccccc2)cnc1CN1CCOCC1
8) Cc1cc(-c2cc(C(=O)NCc3ccccc3)on2)nc(S(C)(=O)=O)n1

assay / entry	1	2	3	4	5	6	7	8
MsrA act	0.2	0.3	-13.0	-2.7	-8.2	-0.7	-8.0	-1.1
DNMT1 block	-0.1	5.7	8.3	3.5	2.5	7.4	-3.2	0.4
STEP block	4.5	-2.7	-0.1	-2.2	-2.2	0.7	-15.0	-1.2
Scp-1 inhibitor	1.0	-6.3	1.6	1.4	-12.0	·	-7.3	-0.5
SUMO1 PPI mod	-2.5	-0.6	-2.9	0.6	11.0	6.3	1.1	2.3
MsrA inhibitor	1.1	0.6	0.5	1.6	0.7	1.0	0.0	0.4
CendR NRP1 mod	12.7	-2.2	5.4	-1.0	10.4	1.4	-2.0	0.1
eLon inh	5.5	-1.2	-4.6	-1.6	1.2	8.5	-9.5	-1.0
TbMetRS inhib	0.1	-0.8	-1.6	0.1	-0.5	-0.2	-1.1	0.0
LMPTP inh	-2.7	-2.4	0.3	-0.8	0.3	2.0	0.9	-0.4

A different layout for 2 compounds above.
6) COc1ccc(NC(=O)c2sc(=O)n(Cc3cccc(C(F)(F)F)c3)c2C)cc1OC
  MsrA act: -0.7
  DNMT1 block: 7.4
  STEP block: 0.7
  Scp-1 inhibitor: ·
  SUMO1 PPI mod: 6.3
  MsrA inhibitor: 1.0
  CendR NRP1 mod: 1.4
  eLon inh: 8.5
  TbMetRS inhib: -0.2
  LMPTP inh: 2.0
7) Oc1cc(Cc2ccccc2)cnc1CN1CCOCC1
  MsrA act: -8.0
  DNMT1 block: -3.2
  STEP block: -15.0
  Scp-1 inhibitor: -7.3
  SUMO1 PPI mod: 1.1
  MsrA inhibitor: 0.0
  CendR NRP1 mod: -2.0
  eLon inh: -9.5
  TbMetRS inhib: -1.1
  LMPTP inh: 0.9

Next part.
9) Cc1cc2c(o1)CC(C)(C)CC2=O
10) CC(C)[C@H](NC(=O)c1ccccc1)C(=O)OCC(=O)c1ccc(S(=O)(=O)N2CCCCC2)cc1
11) CCOC(=O)c1c(C)[nH]c(C(=O)OCC(=O)c2ccc(OC)cc2OC)c1C
12) COc1ccc(Cl)cc1NC(=O)Nc1cc(C)on1
13) O=C(NCc1cccnc1)c1cnc2n(c1=O)CCS2
14) Cc1cc(=O)[nH]c(SCC(=O)C23CC4CC(CC(C4)C2)C3)c1C#N
15) CCNC(=S)N1CCC(c2nc3cc(C)c(C)cc3[nH]2)CC1
16) Cc1ccc(-n2c(C)c(C)c3c(NCCO)ncnc32)cc1

assay / entry	9	10	11	12	13	14	15	16
MsrA act	-0.5	-3.0	-1.4	-2.1	-4.4	0.6	-2.9	-9.0
DNMT1 block	1.5	-6.5	-18.8	2.0	4.2	-0.2	-2.2	-0.8
STEP block	-0.4	-0.7	-1.8	0.0	-3.7	-1.7	3.6	0.0
Scp-1 inhibitor	-5.3	-3.5	1.3	-8.0	-7.7	4.7	-17.6	6.2
SUMO1 PPI mod	-3.8	0.1	1.0	4.4	2.4	8.3	-0.3	-3.4
MsrA inhibitor	1.0	-1.0	-0.8	-1.0	-0.2	1.1	-0.6	0.9
CendR NRP1 mod	-4.6	4.3	-2.2	4.2	-5.3	10.1	-4.2	4.0
eLon inh	-6.5	-7.7	4.9	-1.7	-3.4	-3.7	-0.9	-2.6
TbMetRS inhib	0.2	-0.4	-0.3	0.0	-0.5	-0.7	-0.3	-1.1
LMPTP inh	0.6	1.0	0.9	1.5	-2.4	-0.6	-1.9	-1.1

17) CCCN=C(Nc1ccc(Cl)cc1)c1cccnc1
18) Cc1cc(SC2CCOC2=O)nc2ccccc12 (stereo unspecified)
19) CCOc1ccc(NC(=O)c2cccc(OC(=S)N3CCC(C)CC3)c2)cc1
20) Cn1cnnc1SCC(=O)Nc1sc2c(c1C#N)CCCCC2
21) CCOC(=O)c1c(C)[nH]c(C(=O)CSc2ccccc2)c1C
22) COc1ccccc1NC(=O)Cn1c(CCC(=O)O)ccc1-c1ccc(C)cc1
23) CC(=O)Nc1cc2c(cc1[N+](=O)[O-])-c1ccccc1C2=NO
24) CC(=O)N[C@H](Cc1c[nH]c2ccccc12)C(=O)O
25) Cc1ccc(/C=C(\C#N)C(=O)NCc2ccco2)o1
26) Cc1ccc(-n2c(=O)c(C#N)cc3c(=O)n4ccccc4nc32)cc1

assay / entry	17	18	19	20	21	22	23	24	25	26
MsrA act	-1.5	0.2	-11.3	-3.2	4.0	-1.1	-3.9	2.0	-3.7	-4.0
DNMT1 block	1.1	6.1	-7.7	1.9	2.8	-3.0	-37.4	2.4	-3.3	2.4
STEP block	16.0	1.9	4.9	3.3	-4.8	0.9	-1.8	2.0	1.1	0.3
Scp-1 inhibitor	-12.6	-7.0	-7.3	-4.5	1.1	-3.4	-0.3	-6.3	-5.4	-6.3
SUMO1 PPI mod	2.5	0.1	-3.9	7.7	0.3	0.6	-19.4	3.3	-9.9	-7.7
MsrA inhibitor	0.3	-1.6	0.6	0.7	0.8	1.3	0.7	-0.8	3.0	-0.3
CendR NRP1 mod	-4.1	14.8	5.9	-14.8	-7.9	4.5	-7.7	-0.5	-14.4	-26.7
eLon inh	-6.5	-5.3	-0.4	-14.8	10.9	-2.3	-3.9	0.3	5.9	-6.8
TbMetRS inhib	0.0	-0.1	-0.9	-0.4	-0.1	-0.7	-0.4	-0.1	0.1	0.1
LMPTP inh	-0.7	-2.0	3.3	0.5	1.6	0.6	-0.7	-1.2	-0.3	-0.9

Ordered by length of the SMILES (lowest first): part of the list above
17) CCCN=C(Nc1ccc(Cl)cc1)c1cccnc1
26) Cc1ccc(-n2c(=O)c(C#N)cc3c(=O)n4ccccc4nc32)cc1
19) CCOc1ccc(NC(=O)c2cccc(OC(=S)N3CCC(C)CC3)c2)cc1

assay / entry	17	26	19
MsrA act	-1.5	-4.0	-11.3
DNMT1 block	1.1	2.4	-7.7
STEP block	16.0	0.3	4.9
Scp-1 inhibitor	-12.6	-6.3	-7.3
SUMO1 PPI mod	2.5	-7.7	-3.9
MsrA inhibitor	0.3	-0.3	0.6
CendR NRP1 mod	-4.1	-26.7	5.9
eLon inh	-6.5	-6.8	-0.4
TbMetRS inhib	0.0	0.1	-0.9
LMPTP inh	-0.7	-0.9	3.3

A few values from above.
Under TbMetRS inhib, entry 21 is listed with -0.1
Under STEP block, entry 23 is listed with -1.8

Source: PubChem (several laboratories)
